EBI2 antag: EBI2 (human) antagonism. EBI2 beta-arrestin recruitment, luminescence, 7a,25-OHC stimulated. inhibition, % at 5 µM. actives 0.81% (n = 360,000); in the data active = inhibition above about 38%;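 also: enzyme fragment complementation signal reports receptor beta-arrestin coupling in cells; 0% = agonist plus DMSO wells and 100% = wells without agonist; some results beyond the cut were filed as inactive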
Mdm2 MdmX PPI: inhibitors of human Mdm2/MdmX interaction | SaOS-2 split-luciferase Mdm2/MdmX complementation, luminescence | inhibition, % at 8 µM | actives 3% (n = 330,000) | AID 485346;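 active = inhibition of at least 50% at 8 µM in the primary screen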
Target sequence (O15151 whole entry, looked up): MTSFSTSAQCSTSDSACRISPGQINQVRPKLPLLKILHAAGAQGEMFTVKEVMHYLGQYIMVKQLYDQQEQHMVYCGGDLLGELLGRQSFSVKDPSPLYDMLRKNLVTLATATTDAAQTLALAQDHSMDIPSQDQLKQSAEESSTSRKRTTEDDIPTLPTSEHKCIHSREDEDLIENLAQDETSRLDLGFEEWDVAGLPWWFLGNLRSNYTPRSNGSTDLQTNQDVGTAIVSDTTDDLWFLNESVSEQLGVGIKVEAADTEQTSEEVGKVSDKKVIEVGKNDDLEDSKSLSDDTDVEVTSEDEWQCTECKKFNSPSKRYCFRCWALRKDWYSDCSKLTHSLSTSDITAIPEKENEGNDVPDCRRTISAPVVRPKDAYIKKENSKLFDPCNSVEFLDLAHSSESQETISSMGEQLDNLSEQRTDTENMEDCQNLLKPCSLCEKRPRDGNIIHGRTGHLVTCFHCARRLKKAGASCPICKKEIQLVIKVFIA
Target sequence (Q00987 whole entry, looked up): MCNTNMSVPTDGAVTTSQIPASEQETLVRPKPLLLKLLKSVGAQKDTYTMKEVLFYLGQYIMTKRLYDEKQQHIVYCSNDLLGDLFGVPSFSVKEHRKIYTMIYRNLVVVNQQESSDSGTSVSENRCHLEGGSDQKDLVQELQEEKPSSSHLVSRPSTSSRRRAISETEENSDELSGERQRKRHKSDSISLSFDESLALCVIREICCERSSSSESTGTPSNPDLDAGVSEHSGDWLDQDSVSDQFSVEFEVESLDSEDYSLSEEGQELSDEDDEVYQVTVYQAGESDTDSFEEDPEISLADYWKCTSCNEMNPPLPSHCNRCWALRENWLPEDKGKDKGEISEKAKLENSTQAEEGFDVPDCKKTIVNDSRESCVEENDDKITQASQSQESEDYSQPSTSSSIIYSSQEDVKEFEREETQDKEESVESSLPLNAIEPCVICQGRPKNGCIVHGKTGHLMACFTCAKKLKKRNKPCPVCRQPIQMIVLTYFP
CHOP UPR activ: activators of apoptotic arm of unfolded protein response (CHOP); CHO-CHOP luciferase reporter, UPR activation, luminescence; percent of tunicamycin response over DMSO baseline; activation, % at 10 µM; actives 0.34% (n = 330,000); AID 449763;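 active = at 10 µM dose, activation of 40% or more, normalized to positive control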;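 also: 100% = tunicamycin at 10 µg/mL and 0% = DMSO alone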
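assay system = CHO CHOP reporter cells | amount = 500 CHO-CHOP cells per well | buffer or medium = F12 with 10% FBS | incubation = 16-18 h cell attachment, then 6 h compound exposure, 37 °C | detection = luminescence read with Steady-Glo | read-out = percent activation relative to tunicamycin control | controls = tunicamycin high control, DMSO low control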
APJ antagonist: blocks the human apelin receptor APJ | CHO-K1 APJ beta-arrestin complementation, luminescence | inhibition, % at 20 µM | actives 0.32% (n = 330,000);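 active = inhibition above about 40% at 20 µM, limit read from the data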;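 also: cells challenged with 10 nM apelin-13 agonist together with compound; plate controls were apelin-13 plus DMSO wells for no effect and DMSO wells lacking apelin-13 for full effect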
UPR XBP1 act: adaptive UPR (XBP1) activation | CHO-XBP1 luciferase reporter, IRE1-XBP1 UPR activation, luminescence; percent of tunicamycin response, DMSO as zero | actives 0.33% (n = 330,000) | activation, % at 20 µM;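 active = versus positive control, 20 µM dose yields 30% or more activation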;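 also: 100% = tunicamycin at 10 µg/mL and 0% = DMSO only wells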
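Test system: CHO-XBP1 luciferase reporter cells | Buffer or medium: Serum-containing F12 medium, 10% FBS | Schedule: 6 h compound exposure at 37 °C, 5% CO2 | Detection: Steady-Glo luciferase glow luminescence, 10 min after reagent addition | Read-out basis: Activation, % of tunicamycin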
APJ agonist: agonists of human APJ apelin receptor; CHO-K1 APJ PathHunter beta-arrestin, luminescence; 0% DMSO wells, 100% apelin; activation, % at 20 µM; actives 0.11% (n = 330,000); AID 2520;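 active = activation more than six SD over the plate average, tested at 20 µM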;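 also: 0% = DMSO alone and 100% = apelin-13 at 10 nM; some results filed as inactive read as strong as hits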
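system = engineered CHO-K1 APJ arrestin reporter cells | input = 1000 cells per well | timing = overnight seeding, 90 min compound at 25 °C, 1 h detection | measured by = enzyme-fragment complementation luminescence | read-out = beta-arrestin recruitment to APJ as agonist activity, luminescent signal | control set = negative DMSO alone, positive Apelin-13 at 10 nM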
CXCR6 block: blocks human CXCR6 beta-arrestin recruitment. inhibition, % at 20 µM. AID 602244. O00574. actives 0.36% (n = 360,000). CHO-K1 PathHunter CXCR6 beta-arrestin, luminescence; in the data active = inhibition above about 34%, passing the limit was not always enough;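 also: antagonist mode with CXCL16 agonist at 10 nM final; 0% = 10 nM CXCL16 with DMSO and 100% = unstimulated wells without agonist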
CCR6 antag: blocks CCL20-driven beta-arrestin recruitment at human CCR6. P51684. inhibition, % at 20 µM. CHO-K1 CCR6 PathHunter beta-arrestin, luminescence, CCL20-stimulated. actives 0.49% (n = 340,000);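 active = compounds whose inhibition of the agonist-driven luminescence signal at 20 µM reaches about 50%, limit read from the data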;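 also: cells stimulated with CCL20 at 14 nM final; plate controls were DMSO with CCL20 for no effect and DMSO without agonist for full effect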
tim23-1 inh: tim23-1 yeast growth inhibition; S. cerevisiae tim23-1 growth, BacTiter-Glo luminescence, 24 h; inhibition, % at 20 µM; actives 1.3% (n = 330,000);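 active = growth inhibition of the mutant yeast at or above 50%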;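 also: temperature-sensitive mutant grown at 25 °C; plate controls were DMSO-treated mutant yeast for no effect and medium wells lacking yeast for full effect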
Numbers without * were called inactive; nt = not tested or not shown. This is a subset; count on the stated rates, not on these rows.

Every second line gives: Mdm2 MdmX PPI	CHOP UPR activ	CCR6 antag	UPR XBP1 act	EBI2 antag	CXCR6 block	tim23-1 inh	APJ agonist	APJ antagonist
1	O=C(CSc1nnc(-c2cccc(Br)c2)o1)N1CCOCC1
→ 2	0.4	11	-1	-4	-11	13	-4	5
2	CN(C(=O)c1ccccc1C(=O)OCC(=O)c1ccc(F)c(F)c1)C1CCCCC1
→ 34	-1.9	10	-6	7	-10	29	-5	13
3	Cc1cc2oc(C(=O)Nc3ccc(S(N)(=O)=O)cc3)c(C)c2cc1Cl
→ 55*	0.9	-11	8	-5	-23	-14	-1	-8
4	COc1ccccc1NS(=O)(=O)c1ccc(C)c(C(=O)NC2CCN(Cc3ccccc3)CC2)c1
→ 10	-0.6	4	0	3	-18	9	0	10
5	COC(=O)c1cc2oc(C)cc2n1CC(=O)Nc1ccc(C)c(C)c1
→ 16	0.2	13	-3	-6	3	5	-2	10
6	O=C(NCCCN1CCCC1)Nc1cccc2ccccc12
→ 26	-2.0	7	-3	-4	-11	3	-3	9
7	COc1ccc(C(=O)CC(=O)C(=O)Nc2ccc(C)c(C)c2)cc1
→ -4	0.8	18	-2	-3	16	22	-3	15
8	O=C(COc1ccccc1)NCC(=O)N/N=C/c1ccc(Cl)cc1
→ 5	-1.6	-2	-5	27	-8	11	3	1
9	Cc1cc(NC(=O)CN(C)S(=O)(=O)c2cnc[nH]2)ccc1Br
→ 10	1.4	1	1	-5	4	9	-4	-22
10	COC(=O)[C@@]1(C)[C@H]2C(=O)N(Cc3ccccc3)C(=O)[C@H]2[C@H]2CN=C(SCc3ccccc3)N21
→ 41	3.9	18	2	1	-4	41	nt	nt
11	COc1ccc(Nc2ncnc3sccc23)cc1
→ -17	6.3	22	1	14	-1	13	1	10
12	COCCn1c(SCC(=O)N2CCCC2)nnc1-c1ccco1
→ 7	0.7	10	-5	-3	5	-5	3	20
13	COc1ccc(S(=O)(=O)Nc2ccc3c(c2)C(=O)N([C@H](C)CO)C[C@H](C)[C@@H](CN(C)C(=O)Nc2ccccc2)O3)cc1
→ -20	-0.9	5	-2	-8	-9	-5	-2	4
14	O=C(NCC1CCCO1)c1ccc(CSCc2cccc(F)c2)o1 (stereo unspecified)
→ -20	1.7	18	-2	8	-4	-2	-3	16
15	CSc1ccc(NC(=O)N2CC=C(n3c(=O)[nH]c4ccccc43)CC2)cc1
→ 20	0.8	-14	-1	12	-7	3	3	2
16	CCOC(=O)C1(Cc2ccccc2)NC(c2ccccc2F)C2C(=O)N(CC)C(=O)C21 (stereo unspecified)
→ 34	1.9	-3	-3	7	9	22	-5	-12
17	Cc1c(C(=O)OCC(=O)N2CCN(c3ccccc3)CC2)oc2ccccc12
→ -1	-0.4	9	-1	0	8	17	-5	5
18	CCOc1ccc(N(CCCCO)C(=S)NC(=O)c2ccc(C)c(Br)c2)cc1
→ 27	1.7	29	3	0	23	32	-4	14
19	COc1ccc(/C=C/C(=O)C2C(=O)C=C(C)OC2=O)cc1O (stereo unspecified)
→ 30	23	4	2	-24	-1	32	-3	-2
20	CCN(Cc1ccccc1)C(=O)CCc1nc(-c2ccc(C)cc2)no1
→ -12	0.7	-5	-1	8	0	23	-2	-17
21	CNC(=O)c1c(NC(=O)C2=COCCO2)sc(C)c1C
→ -12	0.0	7	-3	2	5	9	-1	6
22	Cc1ccc(C(=O)Nc2ccccc2C(=O)O)cc1S(=O)(=O)NC1CCCCC1
→ 3	3.2	-2	-3	-2	10	-8	5	-4
23	Cc1ccccc1C1C(C#N)=C2NC(=O)c3c(sc4c3CCCCC4)N2C2=C1C(=O)CC(C)(C)C2 (stereo unspecified)
→ 82*	18	nt	4	nt	nt	48	-3	31
24	O=C(Nc1nccs1)c1ccccc1N=Cc1ccccc1
→ 1	0.5	-6	-3	-9	8	16	0	-14
25	C/C(=N\NC(=O)CSCc1ccccc1Cl)c1cccc(NC(=O)c2ccccc2)c1
→ 14	0.8	-2	-2	-6	-8	5	2	-16
26	COC(=O)c1ccc(-n2c(C)cc(C(=O)COC(=O)CNS(=O)(=O)c3ccc(C)cc3)c2C)cc1
→ -1	3.2	4	-1	2	-30	23	2	3
27	O=C(CSc1nc2sc3c(c2c(=O)n1-c1ccccc1)CCCC3)N/N=C/c1ccc(C(=O)O)cc1
→ -22	-2.6	15	-5	-8	-1	11	11	-9
28	COc1cccc(-n2c(=S)sc3c(=O)n(-c4ccccc4OC)c(SCC4OCCO4)nc32)c1
→ 29	0.1	-8	-1	-2	-5	14	-1	11
29	CC(C)NC(=O)COc1coc(CN2CCN(c3ccccc3F)CC2)cc1=O
→ 15	-0.7	1	-3	-7	4	-15	-2	-7
30	CC(=O)Cc1nsc(NC(=O)c2ccc(-c3ccc(F)cc3)o2)n1
→ 7	1.2	-2	1	-5	-1	13	-2	18
31	CCN(CC)C(=O)CSc1nnc(-c2cc(OC)cc(OC)c2)o1
→ -9	0.1	13	-2	-5	-2	5	2	6
32	CC1CCCCN1C(=O)COC(=O)c1ccc2c(c1)C(=O)N(Cc1ccco1)C2=O (stereo unspecified)
→ 1	-1.0	11	-2	-8	6	31	-5	-1
33	Cc1cc(C)cc(CSc2nnc(C)c(=O)[nH]2)c1
→ 20	-2.6	9	-1	1	-1	13	1	-2
34	CC(=O)c1ccc(N/N=C(/C(N)=O)C2=NC(C)(C)Cc3ccccc32)cc1
→ 63*	0.0	4	1	5	-4	28	2	-3
35	COc1cc(NC(=O)c2noc3c2CCCC3)c(OC)cc1Cl
→ 11	1.0	-13	2	-13	0	-20	-6	7
36	C=CCOc1ccc(/C=N/Nc2ccccn2)cc1OC
→ -34	5.1	2	3	7	-8	6	1	8
37	COc1ccc2c(C)cc(SCC(=O)NC3CCCC3)nc2c1
→ 31	-0.2	12	-4	6	3	28	-3	3
38	O=C(CSc1ccc(Br)cc1)NCC(c1ccco1)N1CCCCC1 (stereo unspecified)
→ 19	-1.6	18	-3	28	3	-6	-3	8
39	Cc1ccc(-n2nnc(-c3cc4ccccc4nc3Cl)n2)cc1
→ -121	-1.1	-4	4	9	2	13	4	0
40	Cc1ccc(CNC(=O)CCC(=O)n2ncc3cc(C)ccc32)cc1
→ 5	-1.0	4	0	-5	1	-9	3	12
41	O=C(c1ccccc1)c1ccc(OC(=O)N2CCOCC2)cc1
→ -19	1.0	3	0	-13	5	9	4	19
42	N#C/C(=C/c1ccc(Cl)cc1)NC(=O)c1ccccc1
→ 18	1.4	10	0	16	-5	4	-1	5
43	O=C(CN1C(=O)c2ccccc2S1(=O)=O)N1CCOCC1
→ 7	-1.4	-1	2	5	-15	7	4	-11
44	O=C(Nc1ccncc1)Nc1cccc(Cl)c1Cl
→ 24	1.5	-28	5	-8	-18	-18	25	-75
45	Cc1ncc([N+](=O)[O-])n1CC(=O)Nc1ccc2c(c1)OCO2
→ 8	0.9	-1	0	-2	0	5	-2	12
46	CC(C)CNC(=O)C(=O)NC1CCCC1
→ 0	4.8	-8	0	-1	8	5	1	14
47	Cc1c(NC(=O)c2ccc3c(c2)OCO3)c(=O)n(-c2ccccc2)n1C
→ 14	1.0	-18	-2	1	4	-6	0	-3
48	Cc1cccc(NC(=O)C2CCCN(C(=O)NCc3ccccc3)C2)c1C (stereo unspecified)
→ -14	0.0	6	-2	-7	-1	7	0	5

Among those listed so far, these contain an aryl thioether with sulfur outside any ring:
Every second line gives: Mdm2 MdmX PPI	CHOP UPR activ	CCR6 antag	UPR XBP1 act	EBI2 antag	CXCR6 block	tim23-1 inh	APJ agonist	APJ antagonist
1	O=C(CSc1nnc(-c2cccc(Br)c2)o1)N1CCOCC1
→ 2	0.4	11	-1	-4	-11	13	-4	5
12	COCCn1c(SCC(=O)N2CCCC2)nnc1-c1ccco1
→ 7	0.7	10	-5	-3	5	-5	3	20
15	CSc1ccc(NC(=O)N2CC=C(n3c(=O)[nH]c4ccccc43)CC2)cc1
→ 20	0.8	-14	-1	12	-7	3	3	2
27	O=C(CSc1nc2sc3c(c2c(=O)n1-c1ccccc1)CCCC3)N/N=C/c1ccc(C(=O)O)cc1
→ -22	-2.6	15	-5	-8	-1	11	11	-9
28	COc1cccc(-n2c(=S)sc3c(=O)n(-c4ccccc4OC)c(SCC4OCCO4)nc32)c1
→ 29	0.1	-8	-1	-2	-5	14	-1	11
31	CCN(CC)C(=O)CSc1nnc(-c2cc(OC)cc(OC)c2)o1
→ -9	0.1	13	-2	-5	-2	5	2	6
33	Cc1cc(C)cc(CSc2nnc(C)c(=O)[nH]2)c1
→ 20	-2.6	9	-1	1	-1	13	1	-2
37	COc1ccc2c(C)cc(SCC(=O)NC3CCCC3)nc2c1
→ 31	-0.2	12	-4	6	3	28	-3	3
38	O=C(CSc1ccc(Br)cc1)NCC(c1ccco1)N1CCCCC1 (stereo unspecified)
→ 19	-1.6	18	-3	28	3	-6	-3	8

Down the list, quoted from above.
CXCR6 block, entries 40 to 48: 1, 5, -5, -15, -18, 0, 8, 4, -1
